# HGIII-sPLA2 inh = Blocks human group III sPLA2 activity. 370,000 tested, 0.56% active. inhibition, % at 12.2 µM. QFRET BODIPY PC-A2 liposome hydrolysis, fluorescence. AID 743126;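 active = inhibition above mean plus 3 SD of compounds lying within the high and low control bounds, cut at about 19% in these data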;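 note: 0% = median of test compound wells and 100% = no enzyme DMSO wells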
# hgDAF12 agonist = activates the H. glycines DAF-12 receptor ligand-binding domain; activation, % at 6.8 µM; AID 687014; 370,000 tested, 1.8% active; HEK293 GAL4-hgDAF12 UAS-luciferase reporter, agonist luminescence; normalized to butyrate control;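 active = activation above a cutoff set at the mean of all screened compounds plus 3 SD, cut at about 10% in these data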;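 note: 0% = DMSO wells and 100% = sodium butyrate wells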
# PLCb3 inh = inhibitors of human phospholipase C beta3; Q01970; Purified PLC-beta3, fluorogenic substrate, fluorescence; inhibition, % at 12.2 µM; 370,000 tested, 0.18% active; AID 720704; in the data active = inhibition above about 11%;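 note: 0% = median of compound wells on plate and 100% = full blocker control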
# Target sequence (Q01970 whole entry, looked up): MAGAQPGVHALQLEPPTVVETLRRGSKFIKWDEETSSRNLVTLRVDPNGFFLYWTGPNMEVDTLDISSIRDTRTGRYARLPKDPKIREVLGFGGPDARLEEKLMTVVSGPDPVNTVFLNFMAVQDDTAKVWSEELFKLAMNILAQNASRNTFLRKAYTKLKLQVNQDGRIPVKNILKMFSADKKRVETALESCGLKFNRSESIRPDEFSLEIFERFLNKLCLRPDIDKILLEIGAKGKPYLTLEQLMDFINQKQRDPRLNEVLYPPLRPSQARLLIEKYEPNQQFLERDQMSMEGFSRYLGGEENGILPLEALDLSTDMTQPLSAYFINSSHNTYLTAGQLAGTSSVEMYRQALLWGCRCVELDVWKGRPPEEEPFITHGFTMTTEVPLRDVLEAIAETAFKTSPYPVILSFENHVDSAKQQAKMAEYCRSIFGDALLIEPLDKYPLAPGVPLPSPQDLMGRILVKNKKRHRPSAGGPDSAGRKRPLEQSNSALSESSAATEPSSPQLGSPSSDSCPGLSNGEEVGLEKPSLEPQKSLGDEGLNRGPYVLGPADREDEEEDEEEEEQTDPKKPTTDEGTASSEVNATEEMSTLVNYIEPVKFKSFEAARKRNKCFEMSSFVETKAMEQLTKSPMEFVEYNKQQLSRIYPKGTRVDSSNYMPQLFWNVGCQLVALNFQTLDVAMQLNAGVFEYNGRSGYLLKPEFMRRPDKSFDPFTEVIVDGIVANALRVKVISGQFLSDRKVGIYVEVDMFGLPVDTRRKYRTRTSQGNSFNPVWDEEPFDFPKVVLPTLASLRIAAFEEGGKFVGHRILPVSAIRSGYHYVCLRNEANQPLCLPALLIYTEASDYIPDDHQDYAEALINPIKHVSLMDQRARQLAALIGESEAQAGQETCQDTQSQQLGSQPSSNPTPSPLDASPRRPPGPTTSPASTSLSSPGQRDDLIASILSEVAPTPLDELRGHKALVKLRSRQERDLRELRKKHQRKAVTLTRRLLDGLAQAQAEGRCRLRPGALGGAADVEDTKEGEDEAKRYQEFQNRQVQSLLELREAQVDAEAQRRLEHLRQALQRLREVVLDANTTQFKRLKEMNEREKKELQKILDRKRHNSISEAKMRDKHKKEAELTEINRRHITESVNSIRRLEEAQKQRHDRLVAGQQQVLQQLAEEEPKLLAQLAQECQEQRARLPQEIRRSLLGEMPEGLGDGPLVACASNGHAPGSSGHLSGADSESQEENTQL
# PG9 Ab binder = small molecules binding HIV-1 gp120 antibody PG9. TR-FRET gp120-PG9 antibody binding. inhibition, % at 6.7 µM. 360,000 tested, 0.43% active. AID 624416; in the data active = inhibition above about 8.5%
# GAA850 FXN act = increases GAA850 frataxin promoter reporter activity; HEK293 lucGAA850 FXN promoter luciferase reporter, 24 h; percent of 10 µM SAHA response; activation, % at 6 µM; 360,000 tested, 0.56% active; AID 540364;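 active = activation above the average of all compounds screened plus 3 SD, cutoff fixed separately per campaign, cut at about 7.5% in these data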;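 note: 0% = DMSO wells and 100% = 10 µM SAHA wells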
# hcDAF12 agonist = activates DAF-12 receptor from parasite H. contortus | HEK293 hcDAF-12 lit1-tk-luc reporter, luminescence; 0% DMSO, 100% Δ7-dafachronic acid | activation, % at 6.8 µM | 370,000 tested, 1.4% active | AID 652067;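 active = activation above the mean of all tested compounds plus 3 SD, cut at about 5.5% in these data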;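 note: 100% = response to 3 µM Δ7-dafachronic acid high control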
# SMARCA2 act = increases SMARCA2 function in MMTV reporter cells; MG213 cells, MMTV-luciferase reporter, dexamethasone, overnight; activation, % at 9.1 µM; 370,000 tested, 1% active; in the data active = activation above about 7.8%;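 note: 0% = vehicle wells and 100% = reference activator wells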
# Rev-erbA mod = modulators of human Rev-erb alpha DNA binding. P20393. Rev-erbα–FITC-DNA binding, fluorescence polarization, 90 min. activity, % at 10 µM. 370,000 tested, 0.79% active. AID 1259318;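 active = activity above about 14%, limit read from the data; passing the limit was not always enough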;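 note: 0% = DMSO wells with 35 nM protein and 100% = DMSO wells with 750 nM protein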
# ssDAF-12 act = S. stercoralis DAF-12 activation, primary screen; 370,000 tested, 1% active; AID 652126; HEK293 ssDAF-12/GRIP1 lit1-tk-luc reporter, luminescence; % of 3 µM dafachronic acid response; activation, % at 6.8 µM;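 active = activation above the mean over all tested compounds plus 3 SD, cut at about 0.9% in these data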;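 note: 0% = DMSO-only wells and 100% = 3 µM delta7-dafachronic acid wells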
# DAX1 inh-1 = inhibits human nuclear receptor DAX1 | P51843 | HEK293 Gal4-DAX1 luciferase reporter, luminescence | inhibition, % at 6.75 µM | 340,000 tested, 0.99% active | AID 504766;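 active = inhibition above the mean over all tested compounds plus 3 SD, cut at about 4.2% in these data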;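 note: 0% = DAX1-transfected cells with DMSO and 100% = empty-vector control cells with DMSO; inhibition shows as a rise in luminescence from relieved DAX1 repression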
# DAX1 inh-2 = DAX1 (NR0B1) inhibition, primary screen. 370,000 tested, 1.1% active. AID 652010. HEK293T StAR-luciferase reporter, SF-1/DAX-1 repression relief. inhibition, % at 6.8 µM;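 active = inhibition above the mean over all tested compounds plus 3 SD, cut at about 3.6% in these data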;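 note: 0% = DAX-1 cells with DMSO and 100% = cells lacking DAX-1 with DMSO; higher inhibition means more luminescence from relief of DAX-1 repression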
# The depositor's hits bear a star; i = inactive; · = not tested or not shown.
SMILES,HGIII-sPLA2 inh,hgDAF12 agonist,PLCb3 inh,PG9 Ab binder,GAA850 FXN act,hcDAF12 agonist,SMARCA2 act,Rev-erbA mod,ssDAF-12 act,DAX1 inh-1,DAX1 inh-2
Cn1cnc([N+](=O)[O-])c1S(=O)(=O)Oc1cccc2ccccc12,0,-1.6,-10,-0.2,0.9,1.0,-1,-2,-1.2,-2.0,-1.2
COc1cccc(Oc2c(C)oc3c(CN4CCCCC4)c(O)ccc3c2=O)c1,4,-3.3,i,0.7,0.0,1.8,0,-2,-1.2,-2.0,-0.1
CC1CCc2sc(C(=O)NC3CCN(Cc4ccccc4)CC3)cc2C1 (stereo not drawn),-19,3.6,-4,-2.5,-0.8,-1.5,-1,7,-1.1,-1.0,-5.0
COCCNC(=O)c1cn(C)c2ccc(S(=O)(=O)N3CCCC3)cc2c1=O,0,-0.3,-7,0.4,-2.4,-1.7,-1,-7,-0.9,0.7,-0.2
O=C(Cc1ncc(C(F)(F)F)cc1Cl)NCCc1ccccn1,-10,-0.2,-2,1.2,-0.5,-1.0,7.9*,0,-0.3,0.1,-0.5
COc1cccc2cc3c(nc12)C[C@@H]1CCCC(=O)N2CCC[C@@]12C3,3,-0.3,-107,·,·,-2.1,·,0,-1.3,·,·
COc1ccc(C(=O)NCCCCNC(=O)c2ccc(OC)c(OC)c2)cc1OC,1,-0.2,-2,-0.5,0.9,-1.0,4,2,0.0,0.0,0.1
COc1ccc(C(=O)N=C2SC3CS(=O)(=O)CC3N2Cc2ccc(F)cc2)cc1 (stereo not drawn),4,-1.9,-2,5.7,-1.0,2.6,1,1,-0.6,0.8,-0.3
COc1ccc(-c2nc(CS(=O)(=O)CC(=O)NCc3ccc4c(c3)OCO4)c(C)o2)cc1,2,3.7,-2,-1.8,-0.4,-1.0,-2,1,-1.3,0.3,-0.4
CCCOc1ccccc1/C=C(\C#N)C(=O)Nc1cccc(C)n1,-23,0.8,-9,-0.4,2.9,-1.6,-1,-5,-0.8,-0.4,0.0
COc1ccc(O)c(CN2CCN(CCc3ccccc3)C(CCO)C2)c1 (stereo not drawn),-4,3.5,2,0.6,1.3,0.3,5,1,-0.7,1.5,-0.5
CCOC(=O)c1ccc(S(=O)(=O)NCC(c2ccc(N(C)C)cc2)c2c[nH]c3ccccc23)cc1 (stereo not drawn),-33,0.5,-5,-0.6,-0.1,-1.0,-1,0,-0.4,2.4,0.1
COc1cc(/C=C/C(=O)OCC(=O)NCCc2ccccc2)cc(OC)c1OC,1,-0.6,-54,-0.3,-0.4,-2.2,-2,-1,-1.4,0.8,0.9
Cc1nn(CCC(=O)O)c2nc(-c3cccnc3)cc(C(F)(F)F)c12,3,0.0,-50,1.8,0.6,-0.2,-4,-3,-0.1,1.3,-0.1
CC(=O)Nc1ccc(N/C=C/C(=O)c2ccc(Cl)cc2)cc1,0,2.7,-20,-1.1,-0.8,2.1,6,3,-1.3,-0.1,0.9
CC(=O)Nc1ccc(S(=O)(=O)n2cnc3ccccc32)cc1,-3,0.5,4,1.1,-0.1,-1.2,5,-3,-1.0,0.0,-0.3
Cc1ccc(C)c(OCCC(=O)OCC(=O)NCc2ccccc2)c1,-7,-1.0,-41,3.1,2.1,-2.4,-1,-2,-0.7,-1.5,-0.6
CCCCNC(=O)c1ccc2c(c1)N(C)C(=O)c1ccccc1S2,1,0.7,4,-1.3,1.2,-1.6,3,-6,-1.6,0.7,-0.1
CCOc1ccccc1N1CC(O)=C(c2nc3ccccc3s2)C1=N,8,5.0,-44,1.2,-1.7,-1.1,-2,-1,-1.5,-2.2,-2.4
O=C(NCCCc1ccc(F)cc1)C1CCC(=O)N(CCCN2CCCC2=O)C1 (stereo not drawn),-3,-0.2,-3,-0.4,0.6,0.1,-1,0,0.0,-0.1,0.3
Cc1cc(C)n(Cc2ccc(Cl)nc2)n1,0,1.5,-8,-0.8,1.1,-1.7,-1,6,-1.4,2.5,-0.1
O=c1[nH]sc2ccccc12,-5,-2.1,-6,-1.8,2.1,2.2,8.9*,5,-1.8,-1.0,-1.0
CN1C(=O)/C(=N/OC(=O)c2ccccc2)c2ccccc21,-26,-1.7,3,-2.4,2.6,0.6,-1,2,-0.6,-0.1,-0.3
CCn1c(SCC(=O)Nc2sc3c(c2C#N)CCCC3)nnc1-c1ccncc1,-6,0.0,6,-1.9,-2.4,-1.3,-4,0,-1.4,-1.2,-0.8
CCn1c(SCC(=O)NCc2ccccc2)nnc1C(CO)NC(=O)c1ccccc1 (stereo not drawn),5,3.6,-3,-3.4,1.8,-1.3,2,-2,-0.5,1.5,0.5
Cc1cccc(C)c1-n1nnnc1SCC(=O)N1CCNC1=O,14,-0.5,-4,-3.1,1.0,-0.1,-3,-1,-1.5,-0.4,-0.7
CCCCCCNC(=O)C(=O)NCCc1ccc(Cl)cc1,2,-2.1,2,1.7,3.3,0.4,0,6,-1.2,0.2,0.9
COC(=O)c1ccc(C)c(N(CCO)CCO)c1,-4,-1.9,-19,-0.6,1.3,2.1,-3,-2,-0.5,0.1,0.3
CN(C)c1cccc(CNC(=O)c2csc([C@@H]3C[C@H](O)[C@@H](CO)O3)n2)c1,1,-0.8,2,1.3,1.8,-0.9,-7,12,-1.3,·,-0.3
COc1ccc(S(=O)(=O)NNC(=O)c2csc(-n3nc(C)cc3C(F)(F)F)n2)cc1OC,-9,1.1,-8,10*,-0.7,2.4,1,-5,-0.5,-0.1,-0.8
CC1=CC(C)C(/C=N/n2cnnc2)C(C)C1 (stereo not drawn),1,1.4,2,-0.8,-0.1,-1.5,-3,-2,-1.4,0.4,0.6
O=C(CNC(=S)N(Cc1ccccc1)Cc1cccnc1)NCCN1CCOCC1,-3,1.8,-1,-0.2,1.0,-1.0,-2,-2,-1.4,0.1,0.5
CCOc1ccc(NC(=S)Nc2cccnc2)cc1,8,0.0,0,-0.1,-0.2,1.3,-1,-3,-1.8,0.1,-0.6
NC(=O)c1ccc(NC(=O)COc2ccc(-n3cnnn3)cc2)cc1,-7,4.3,-1,-1.8,0.8,-1.3,-4,1,-0.8,0.0,1.0
COc1ccc2[nH]cc(C(=O)CN3CCN(C4CCCCC4)CC3)c2c1,-3,-0.3,-16,-0.3,-0.7,0.6,1,0,-0.9,-1.1,0.0
Clc1ccc(OCc2nnc3n2CCCCC3)c(Cl)c1,1,-0.4,-4,-0.1,0.4,-0.8,-1,-3,0.0,-0.2,-0.4
O=C(O)c1cccc(S(=O)(=O)Nc2cccc(S(=O)(=O)N3CCCC3)c2)c1,2,3.0,-9,-0.4,0.2,-0.8,-4,-1,-0.2,0.3,-1.4
COC(=O)c1sccc1NC(=S)N1CCN(C)CC1,-4,5.2,-4,-0.8,0.9,1.4,-1,1,-1.4,0.8,0.1
Cc1c(NC(=O)CSc2nnc(C(C)N(C)C)n2-c2ccccc2)c(=O)n(-c2ccccc2)n1C (stereo not drawn),3,4.9,-6,0.8,0.3,1.1,-2,0,-1.2,-0.1,1.1
Cc1nc(NNC(=O)c2ccccc2)cc(-c2ccccc2)n1,4,2.8,0,-1.0,-1.3,-1.9,1,-4,-1.3,0.1,-0.3
CC(=O)NCC(=O)OCC(=O)c1ccccc1,3,-0.3,-2,-2.3,2.4,0.9,-4,-2,-0.4,1.7,0.6
O=C(CCCOc1ccccc1)N1CCN(c2ccccc2)CC1,-5,4.0,1,-0.1,2.5,2.5,6,-3,-0.8,0.5,1.9
CCN(CC(=O)NCc1ccc(F)cc1)c1ccc(S(C)(=O)=O)cc1[N+](=O)[O-],3,-0.3,-3,-1.3,0.9,-0.6,0,0,-1.6,-0.6,-1.1
O=C(CSc1cccs1)Nc1ccc2ccccc2c1,-11,9.0,2,-1.2,1.8,-0.8,6,-1,-1.0,1.2,-0.2
C[C@@H]1CN([C@H](C)CO)S(=O)(=O)c2ccc(-c3cccc(C#N)c3)cc2O[C@H]1CN(C)C(=O)Nc1cc(F)ccc1F,-11,1.0,3,-2.6,-3.1,-1.6,3,-3,-0.7,1.5,-0.6
Cc1cc(C)cc(NC(=O)/C(C#N)=C/c2cn(CC(=O)NCc3ccco3)c3ccccc23)c1,-3,-0.6,-3,-0.7,2.4,-0.7,0,1,-1.1,-0.7,0.4
Cc1ccc2c(c1)c(C)c(C)n2CC(O)Cn1nc(C)cc1C (stereo not drawn),8,0.0,-9,-1.5,2.4,-1.4,-3,-2,-1.0,0.3,0.4
N#CC1(NC(=O)COC(=O)CSc2ccc(F)cc2)CCCCC1,0,0.5,-3,-1.3,1.7,-0.5,-2,-5,-1.5,-1.0,0.5
C/C(=N\Nc1nc(C)cc(-c2ccccc2)n1)c1ccccc1,1,0.6,-28,0.3,0.9,-1.0,-1,2,-0.6,2.8,-0.8
O=C(CN1CCN(S(=O)(=O)c2ccc(Br)s2)CC1)NC1CCCCC1,-4,-0.7,-5,-0.4,-2.0,-0.8,-4,-3,-1.6,-0.1,0.1
COc1ccc(S(=O)(=O)Nc2ccc(O)c3ccccc23)cc1,-6,-2.4,-47,-3.0,0.9,0.5,-5,-3,-1.2,0.3,-2.6
O=C(CSc1nnc(Cc2ccccc2)n1Cc1ccccc1)NCc1ccco1,0,-1.0,6,-1.0,-0.8,-0.7,0,0,-0.2,-0.6,0.1
O=C(/C=C/c1ccc(F)cc1)Nc1cc(S(=O)(=O)N2CCOCC2)ccc1N1CCOCC1,13,-0.2,-3,-1.1,-0.7,-0.9,-3,-3,-0.8,0.4,-1.1
O=C(Nc1cccnc1)c1ccc(COCC(F)(F)F)cc1,-2,2.4,3,-1.8,0.2,1.9,4,2,-0.7,0.8,0.6
Cc1cc(C)c(C)c(OCC(=O)N2CCN(c3ccccn3)CC2)c1,1,-1.0,-8,-0.4,4.1,-2.5,0,-1,-1.6,0.7,-1.4

# Pulled by compound from the list above, two records:
SMILES,HGIII-sPLA2 inh,hgDAF12 agonist,PLCb3 inh,PG9 Ab binder,GAA850 FXN act,hcDAF12 agonist,SMARCA2 act,Rev-erbA mod,ssDAF-12 act,DAX1 inh-1,DAX1 inh-2
O=C(CSc1cccs1)Nc1ccc2ccccc2c1,-11,9.0,2,-1.2,1.8,-0.8,6,-1,-1.0,1.2,-0.2
O=C(CN1CCN(S(=O)(=O)c2ccc(Br)s2)CC1)NC1CCCCC1,-4,-0.7,-5,-0.4,-2.0,-0.8,-4,-3,-1.6,-0.1,0.1

# Taken from above:
# Cc1cc(C)cc(NC(=O)/C(C#N)=C/c2cn(CC(=O)NCc3ccco3)c3ccccc23)c1 in DAX1 inh-1 → -0.7
# O=C(CCCOc1ccccc1)N1CCN(c2ccccc2)CC1 in GAA850 FXN act → 2.5
# O=C(CSc1nnc(Cc2ccccc2)n1Cc1ccccc1)NCc1ccco1 in DAX1 inh-1 → -0.6

# High-throughput results from PubChem.
